GDH-TPI counter: GDH-TPI coupled enzyme inhibition counter-screen. inhibition, % at 4.8 µM. actives 1.2% (n = 360,000). GDH-TPI coupled enzyme counterscreen, NADH absorbance; in the data active = inhibition above about 30%;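 note: 0% = DMSO wells and 100% = wells lacking the enzyme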
BoNT-F LC inh: inhibitors of Botulinum neurotoxin F light chain protease; Multiplex microsphere protease cleavage assay, flow cytometry; inhibition, % at 10 µM; actives 0.22% (n = 360,000); in the data active = inhibition above about 35%, passing the limit was not always enough; inconclusive = no clear call, values can overlap the other calls; note: plate controls were buffer without enzyme for full effect and enzyme alone for no effect
Mtb UGM inh: Mtb UDP-galactopyranose mutase inhibition; P9WIQ1; inhibition, % at 10 µM; actives 0.06% (n = 320,000); purified UGM, fluorescence polarization probe displacement; in the data active = inhibition above about 10%, passing the limit was not always enough; inconclusive = no clear call, values can overlap the other calls
Anthrax LF prot: blocks Bacillus anthracis lethal factor protease; inhibition, % at 10 µM; AID 588501; actives 0.12% (n = 360,000); multiplex microsphere protease cleavage assay, LF; P15917; note: plate controls were buffer without enzyme for full effect and enzyme alone for no effect
Target sequence (P15917 whole entry, looked up): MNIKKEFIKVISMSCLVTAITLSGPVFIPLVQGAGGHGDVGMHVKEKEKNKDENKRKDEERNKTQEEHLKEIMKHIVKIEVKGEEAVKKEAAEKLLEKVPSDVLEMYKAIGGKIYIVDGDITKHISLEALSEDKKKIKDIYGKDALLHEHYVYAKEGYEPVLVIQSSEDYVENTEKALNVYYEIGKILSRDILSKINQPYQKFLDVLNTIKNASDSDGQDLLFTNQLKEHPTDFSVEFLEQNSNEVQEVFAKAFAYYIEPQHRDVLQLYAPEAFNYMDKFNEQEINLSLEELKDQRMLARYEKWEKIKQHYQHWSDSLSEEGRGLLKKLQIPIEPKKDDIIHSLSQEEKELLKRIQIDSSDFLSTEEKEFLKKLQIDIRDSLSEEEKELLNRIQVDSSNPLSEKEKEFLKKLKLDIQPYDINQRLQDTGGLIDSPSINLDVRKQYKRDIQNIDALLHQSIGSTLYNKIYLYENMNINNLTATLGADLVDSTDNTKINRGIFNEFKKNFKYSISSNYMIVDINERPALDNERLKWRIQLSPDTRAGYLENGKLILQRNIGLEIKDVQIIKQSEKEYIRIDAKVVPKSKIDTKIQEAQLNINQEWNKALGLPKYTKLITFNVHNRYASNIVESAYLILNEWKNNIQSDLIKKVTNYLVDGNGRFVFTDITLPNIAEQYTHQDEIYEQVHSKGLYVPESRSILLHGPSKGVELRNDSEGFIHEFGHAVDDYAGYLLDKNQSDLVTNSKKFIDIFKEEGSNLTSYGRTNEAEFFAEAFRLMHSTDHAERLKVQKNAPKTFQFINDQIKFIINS
Mtb BioA inh: blocks M. tuberculosis BioA enzyme activity; purified M. tuberculosis BioA enzyme, plate reader; inhibition, % at 9.99 µM; actives 0.096% (n = 360,000); AID 602481; in the data active = inhibition above about 40%; inconclusive = no clear call, values can overlap the other calls
FadD28 binding: blocks FadD28 binding to the bisubstrate probe; fluorescence polarization; inhibition, % at 12.5 µM; actives 0.22% (n = 360,000); AID 588549; in the data active = inhibition above about 8.5%, passing the limit was not always enough; inconclusive = no clear call, values can overlap the other calls
BoNT-A LC inh2: blocks Botulinum neurotoxin A light chain protease; multiplex microsphere protease substrate cleavage, flow cytometry; inhibition, % at 10 µM; actives 0.17% (n = 360,000); AID 588499; note: plate controls were buffer without enzyme for full effect and enzyme alone for no effect
PfHsp40 yeast: rescue of PfHsp40-mediated yeast toxicity | S. cerevisiae expressing PfHsp40, growth rescue, ATP luminescence | actives 0.68% (n = 340,000) | growth rescue, % at 12.5 µM; in the data active = growth rescue above about 28%, passing the limit was not always enough; inconclusive = no clear call, values can overlap the other calls;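 note: yeast W303a lacking pdr1 and pdr3 grown in galactose medium; growth measured after three days at 30 °C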
Mtb FBA inh: inhibits M. tuberculosis FBA enzyme; P9WQA3; purified M. tuberculosis FBA, fluorescence read-out; inhibition, % at 1 µM; actives 2.3% (n = 360,000); AID 588726; in the data active = inhibition above about 27%;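 note: 0% = vehicle and 100% = reference inhibitor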
Active calls of the source: *; ? = inconclusive; · = no result given. Cut-off read from the data, not from the text of the source, unless noted: active = inhibition above about 30%; inconclusive = no clear call, values can overlap the other calls; inactive = below that.

SMILES | GDH-TPI counter | BoNT-F LC inh | Mtb UGM inh | Anthrax LF prot | Mtb BioA inh | FadD28 binding | BoNT-A LC inh2 | PfHsp40 yeast | Mtb FBA inh
COCCN(CCOC)S(=O)(=O)c1ccc(C(=O)Nc2sc3c(c2C(N)=O)CCCCC3)cc1 | 0.0 | -0.6 | -0.5 | -1.5 | · | -1.4 | 0.2 | -1.1 | 1.9
C=CCn1c(SCCOc2ccc(OC)cc2)nnc1C(C)NC(=O)c1ccc(OC)cc1 (configuration not stated) | 4.0 | -9.0 | -2.1 | -2.9 | -2.9 | -0.9 | -0.3 | 1.4 | 2.7
CC1(C)CC(=O)C/C(=N/NC(=O)CCCOc2ccc(Cl)cc2Cl)C1 | -5.3 | -11.8 | 2.7 | -4.1 | -0.9 | -5.6 | 0.7 | 1.2 | -7.4
COc1ccc(-c2nc3c(c(SCC(=O)N4CCCC4)n2)COC(C)(C)C3)cc1 | 0.7 | 3.4 | -1.1 | -1.5 | 0.1 | -0.2 | -0.6 | -0.7 | -1.5
C[n+]1ccn(CC(=O)c2cc(C(C)(C)C)c(O)c(C(C)(C)C)c2)c1 | 3.4 | 6.8 | 0.1 | 0.7 | -1.0 | -3.4 | -2.0 | -1.4 | -6.1
OCCc1ccc(NCCc2cccs2)cc1 | · | 5.1 | · | -6.4 | -1.2 | -3.9 | -0.2 | · | -0.4
COc1cc2c(cc1OC)C(c1ccc(C)o1)CC(=O)N2 (configuration not stated) | 13.5 | -6.8 | 0.1 | -4.5 | -0.6 | -1.5 | -0.5 | 3.5 | 8.4
CC(=O)N/C(=C\c1ccccc1Cl)C(=O)O | 7.1 | 1.6 | -2.2 | 1.4 | -2.0 | -0.3 | 0.2 | 0.4 | 4.0
COc1cccc(CNS(=O)(=O)c2cn(C)cn2)c1 | 17.1 | 8.5 | -3.2 | 7.7 | · | 0.4 | 1.0 | 0.1 | -1.0
O=C(/C=C/c1ccccc1)Nc1cc(S(=O)(=O)N2CCOCC2)ccc1N1CCOCC1 | 22.1 | 8.1 | · | -6.9 | 2.3 | 1.0 | -1.8 | -0.9 | 5.1
COc1cccc(NC(=O)N2CCC(NC(=O)c3ccco3)CC2)c1 | -3.0 | 14.1 | -2.2 | 0.3 | · | · | -0.6 | -0.5 | -2.9
Cc1nc(-c2ccc(C(=O)Nc3cccc(Br)c3)cc2)cs1 | 7.2 | -5.6 | -1.4 | -0.8 | · | -1.7 | -0.2 | 0.9 | -3.5
O=C(OCC(=O)N1CCCc2ccccc21)c1cc(Br)ccc1O | 7.9 | 8.5 | -2.6 | -0.1 | · | 1.2 | 1.1 | -0.9 | 0.8
O=C(Nc1ccc2c(c1)CCC2)c1ccc(F)cc1 | 5.9 | 2.2 | 0.4 | -2.6 | 0.7 | -3.4 | 0.4 | 0.8 | 116.9*
O=C(CCN1CCOCC1)NNC(=O)/C(=C/c1ccccc1)NC(=O)c1ccccc1 | 0.0 | -4.1 | 1.7 | -2.3 | · | -1.0 | -0.3 | -1.3 | 3.1
O=C(CS(=O)CC(=O)N(CC(=O)NC1CCCC1)c1ccc2c(c1)OCCO2)Nc1ccc(F)cc1 (configuration not stated) | 1.6 | 0.8 | 6.1 | 19.6 | 0.9 | 0.8 | 1.8 | -0.1 | -0.6
CCc1nc2ccc(C(=O)N3CCN(c4ccccc4)CC3)cc2nc1CC | 2.3 | -3.2 | 0.8 | -1.7 | · | -2.8 | 0.3 | 0.4 | 1.3
O=C(Nc1nccs1)c1nc[nH]c1C(=O)N1CCN(c2ccccc2)CC1 | 9.9 | -7.9 | 3.6 | -6.9 | -1.6 | 0.0 | 0.0 | 0.3 | 0.7
Cc1ccc(C)c(N(C(=O)CNC(=O)c2ccco2)C(C(=O)NC2CCCCC2)c2cccnc2)c1 (configuration not stated) | -6.2 | -2.1 | 0.1 | 1.0 | -1.2 | -2.0 | -2.7 | -0.9 | 0.3
N#CC1=C(N)N(c2ccccc2C#N)C2=C(C(=O)CCC2)C1c1ccsc1 (configuration not stated) | 2.2 | -8.3 | -2.0 | -0.4 | 0.9 | -1.2 | 0.6 | -1.3 | 0.8
O=C(Nc1nccs1)c1cncc(Br)c1 | 11.7 | 1.7 | 1.5 | 1.3 | · | -2.9 | 0.7 | -0.5 | 0.0
Cc1nc(CS(=O)(=O)c2ccccc2)cc(N2CCN(c3ccccc3F)CC2)n1 | 0.3 | -3.1 | -1.7 | -6.5 | 1.0 | 0.6 | -0.2 | 3.4 | -4.3
Cc1cccc(NC(=O)CCCc2ccccc2)c1C | -6.4 | ? | 0.1 | 1.1 | 0.9 | -0.3 | -0.1 | -0.6 | -1.7
Cc1ccc(CNC(=O)C2(C(F)(F)F)C/C(=C\Cc3ccccc3)CCCO2)o1 (configuration not stated) | -1.7 | -13.6 | -1.5 | -8.5 | -0.9 | -4.1 | -0.2 | 4.9 | -1.6
CC1CN(C(=O)c2ccc(NS(=O)(=O)c3ccc(F)cc3)cc2)CC(C)O1 (configuration not stated) | 6.2 | -4.2 | 0.9 | 0.0 | -1.1 | 0.1 | -0.8 | -0.6 | -0.8

Entries of single compounds, quoted from the list. Values in the order: GDH-TPI counter, BoNT-F LC inh, Mtb UGM inh, Anthrax LF prot, Mtb BioA inh, FadD28 binding, BoNT-A LC inh2, PfHsp40 yeast, Mtb FBA inh
COc1cccc(CNS(=O)(=O)c2cn(C)cn2)c1 is listed as 17.1, 8.5, -3.2, 7.7, ·, 0.4, 1.0, 0.1, -1.0
O=C(/C=C/c1ccccc1)Nc1cc(S(=O)(=O)N2CCOCC2)ccc1N1CCOCC1 is listed as 22.1, 8.1, ·, -6.9, 2.3, 1.0, -1.8, -0.9, 5.1
N#CC1=C(N)N(c2ccccc2C#N)C2=C(C(=O)CCC2)C1c1ccsc1 (configuration not stated) is listed as 2.2, -8.3, -2.0, -0.4, 0.9, -1.2, 0.6, -1.3, 0.8
CC1(C)CC(=O)C/C(=N/NC(=O)CCCOc2ccc(Cl)cc2Cl)C1 is listed as -5.3, -11.8, 2.7, -4.1, -0.9, -5.6, 0.7, 1.2, -7.4

(more compounds)
SMILES | GDH-TPI counter | BoNT-F LC inh | Mtb UGM inh | Anthrax LF prot | Mtb BioA inh | FadD28 binding | BoNT-A LC inh2 | PfHsp40 yeast | Mtb FBA inh
Cc1nc2c(C)cccn2c(=O)c1NC(=O)c1cccs1 | 21.4 | · | 1.2 | · | 0.6 | 1.9 | · | -0.9 | 3.1
Cc1ccc(/C=N/Nc2ccnc3cc(Cl)ccc23)c(C)c1 | 3.4 | -1.9 | 3.7 | -0.5 | -1.0 | -8.7 | 5.5 | -0.5 | 7.0
O=C(O)c1ccc(S(=O)(=O)c2ccc3c(c2)C(=O)N(c2ccc(Br)cc2)C3=O)cc1 | 4.4 | -8.5 | 2.4 | -4.0 | -0.8 | -0.8 | -1.9 | -0.2 | 0.5
CO[C@H]1C=CO[C@@]2(C)Oc3c(C)c(O)c4c(O)c(c(C=NN5CCN(C)CC5)c(O)c4c3C2=O)NC(=O)C(C)=CC=C[C@H](C)[C@H](O)[C@@H](C)[C@@H](O)[C@@H](C)[C@H](OC(C)=O)[C@@H]1C | 40.1* | -11.8 | -1.0 | -10.8 | 3.0 | -1.7 | -0.9 | -1.2 | -13.3
Cc1cc(=O)[nH]c(N/N=C/c2c(F)c(F)c(F)c(F)c2F)n1 | 4.6 | -1.2 | -0.9 | 25.4 | -3.1 | -0.2 | 2.4 | -1.2 | 3.0
COC(=O)c1ccc(CSc2nncn2N)cc1 | -10.8 | 0.5 | 1.6 | -2.6 | 0.8 | -3.9 | 0.5 | -0.5 | 1.4
Nc1c(Cl)cc(-c2csc(N3CCCC3c3nc4cc(Cl)c(Cl)cc4n3CCOCCO)n2)cc1Cl (configuration not stated) | 4.3 | -1.0 | -0.4 | -1.5 | -0.8 | -1.8 | 0.8 | -1.2 | -1.3
Cc1oc(/N=C/c2ccc(O)cc2O)c(C#N)c1C | 17.9 | 2.9 | 0.9 | -1.3 | · | -0.5 | 0.2 | -0.2 | 70.9*
CCOc1ccc2[nH]c3c(N4CCN(c5ccccn5)CC4)ncnc3c2c1 | 6.3 | -11.6 | 1.1 | -7.0 | 0.9 | 4.2 | -9.8 | 2.0 | 21.4
O=C1CN2C(=N1)N(Cc1ccccc1)c1ccccc12 | -6.1 | 1.5 | -1.5 | -1.1 | -1.7 | -2.8 | 0.9 | -0.8 | -1.5
Cc1ccc(C(=O)/C=C/c2ccc3ncccc3c2)cc1 | 28.0 | ? | -2.0 | 5.9 | 4.7 | -3.2 | ? | 11.0 | -0.6
CC(=O)NC(c1ccc(F)c(F)c1)c1nc(-c2cnn(C)c2)cs1 (configuration not stated) | 1.8 | 2.6 | · | -0.9 | 1.5 | -0.6 | -0.4 | · | -0.1
CCOC(=O)Nc1ccc2c(c1)N(C(=O)CCN1CCN(CCO)CC1)c1ccccc1CC2 | -2.6 | -6.9 | 1.3 | -2.3 | -0.6 | -2.2 | -0.9 | -0.1 | -4.3
COc1ccc(C(=O)N/N=C(\C)CC(=O)Nc2ccc(Cl)cn2)cc1 | -2.4 | -3.9 | 0.9 | -10.4 | · | -2.6 | -0.4 | -0.8 | 10.9
Cc1ccc(S(=O)(=O)NCCC(=O)NCC(c2cccs2)N(C)C)cc1C (configuration not stated) | 3.0 | 1.7 | -0.9 | -10.1 | 1.6 | -1.2 | 0.0 | -1.4 | 0.7
CC(C)CS(=O)(=O)C1=NN2C(=N)/C(=C\c3ccc(OC(=O)c4ccco4)cc3)C(=O)N=C2S1 | 33.8* | 1.4 | -2.2 | -3.4 | 1.5 | 3.9 | -1.6 | 0.6 | -2.4
CCCCN(CCCC)CCCNC(=O)C12CN(Cc3ccccc3)CC1C(c1cccc([N+](=O)[O-])c1)=NO2 (configuration not stated) | 9.2 | -8.3 | 2.0 | -4.3 | -0.7 | -1.0 | 0.2 | 0.2 | -2.1
CCOC(=O)C1C(=O)NC(N2CCOCC2)=NC1c1ccco1 (configuration not stated) | 0.0 | -11.7 | -1.7 | -0.1 | -0.2 | -1.6 | -0.8 | -1.2 | 5.0
N/C(=N\OC(=O)Cc1ccccc1)c1cccc(Br)c1 | -4.9 | -0.7 | -3.3 | -1.5 | · | -1.7 | -0.5 | 0.0 | 0.3
COc1ccccc1N1C(N)=NC(N)=NC12CCCCC2 | -0.6 | ? | -5.8 | 8.4 | 0.6 | · | 1.2 | -0.9 | 6.1
Cc1sc2ncn(CC(=O)NCc3ccco3)c(=O)c2c1-c1ccc(F)cc1 | 4.3 | 8.8 | 1.0 | -0.6 | · | -2.1 | 0.6 | 1.1 | -2.0
Cc1nc2ccccc2c(=O)n1/N=C/c1cccs1 | 5.7 | -0.9 | -2.2 | 4.6 | · | -3.4 | 0.2 | -0.5 | -2.5
Cc1ccc2c(c1)Oc1ccc([N+](=O)[O-])cc1C(=O)N2 | 6.2 | -4.3 | -2.8 | -1.1 | · | -0.5 | -0.4 | -1.9 | 0.5
COc1cc(NC(=O)CSc2nnc(Cn3nnc4ccccc43)n2C)cc(OC)c1 | 3.0 | -17.5 | 0.4 | -0.6 | 2.0 | -2.8 | -0.5 | -0.6 | 3.0
COc1ccc(Cl)cc1NC(=O)CSc1nnc(CNC(=O)c2ccco2)o1 | 9.9 | -1.3 | 0.7 | 0.4 | 0.2 | -1.9 | 0.1 | -1.7 | -3.0
COc1ccccc1CNC(=O)c1ccccc1C(=O)NC(C)(C)C(=O)NCc1ccccc1OC | 8.9 | -5.8 | 0.8 | -2.6 | · | 0.4 | -1.6 | 0.3 | 4.2
CC(C)c1ccc(CC(=O)N2CCC2(C)C(=O)NS(=O)(=O)c2ccc(C(C)(C)C)cc2)cc1 (configuration not stated) | 8.0 | 1.8 | · | -4.6 | 2.7 | -2.2 | -0.1 | · | 1.7
Cc1cccc(C)c1Cn1c(C)c(C(=O)NCCC#N)sc1=O | -3.4 | -13.2 | · | -4.7 | -0.1 | 0.6 | -0.7 | · | 2.3
CN1CCN(S(=O)(=O)c2cccc(C(=O)Nc3sc4c(c3C(N)=O)CCCC4)c2)CC1 | -7.1 | 12.7 | -3.3 | -0.7 | -0.2 | -3.2 | 0.5 | 0.7 | -11.8

Screening results: PubChem BioAssay, several laboratories

Rows were taken by chance, and some 4.7% of all compounds hit somewhere here.
